Source: PubChem BioAssay (National Center for Advancing Translational Sciences (NCATS))
12-LOX inh: blocks human arachidonate 12S-lipoxygenase; P18054; purified 12hLO, xylenol orange hydroperoxide absorbance; actives 1.1% (n = 580,000); Potency, µM (highest dose often 108 µM), for inactives: top-dose activity change, negative = inhibition, actives largely listed as inhibitors; active = well fitted inhibition curve with a large enough effect; inconclusive = small, poorly fitted or top-dose-only effect, or another doubt; inactive = no such curve, though single readings can be large or run the other way
Target sequence (P18054 whole entry, looked up): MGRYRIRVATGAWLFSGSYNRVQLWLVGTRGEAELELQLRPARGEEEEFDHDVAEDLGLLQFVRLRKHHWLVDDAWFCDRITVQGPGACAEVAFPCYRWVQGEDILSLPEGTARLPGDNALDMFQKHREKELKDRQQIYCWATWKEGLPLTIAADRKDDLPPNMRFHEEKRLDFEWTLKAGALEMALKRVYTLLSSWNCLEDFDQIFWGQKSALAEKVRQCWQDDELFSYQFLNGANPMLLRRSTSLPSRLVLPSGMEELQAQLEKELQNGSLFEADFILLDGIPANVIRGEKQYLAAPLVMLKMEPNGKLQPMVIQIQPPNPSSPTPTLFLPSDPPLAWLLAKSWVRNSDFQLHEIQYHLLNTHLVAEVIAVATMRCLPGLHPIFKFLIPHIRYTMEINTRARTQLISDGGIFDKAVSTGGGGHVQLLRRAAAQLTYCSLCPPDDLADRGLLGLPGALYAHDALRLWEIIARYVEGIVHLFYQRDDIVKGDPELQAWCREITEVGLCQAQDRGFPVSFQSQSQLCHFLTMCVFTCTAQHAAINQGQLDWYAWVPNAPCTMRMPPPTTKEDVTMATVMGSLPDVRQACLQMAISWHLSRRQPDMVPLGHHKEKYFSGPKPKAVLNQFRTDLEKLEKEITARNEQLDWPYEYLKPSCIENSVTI
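Hydroperoxide product was detected by ferrous iron/xylenol orange as the 573 to 405 nm absorbance ratio. Arachidonic acid at 40 uM (final) was turned over for 30 min at room temperature by 150 nM human 12hLO, pH 7.0 Hepes buffer, after 15 min compound preincubation.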
An asterisk follows results filed as active; ? = inconclusive; [ ] = remark or other dose. % is set by controls: 0 for no effect and ±100 for the full control effect; potency is the fitted concentration of half-maximal effect. Only part of the results is shown; the hit share may differ from the screen's.

compound	12-LOX inh
CC[C@H]1CN(S(C)(=O)=O)CC[C@H]1CC(=O)NCCOC	14.0%[176 µM]
O=C([C@@H]1C[C@H](Oc2cccnc2)CN1C(=O)c1ccccn1)N1CCOCC1	33.7%[activator]
O=C(NC1CCN(C(=O)N2CC3CC(C2)[C@H]2CCCC(=O)N2C3)CC1)c1ccccn1 (stereo not given in full)	18.4%
O=C(NCCc1cnccn1)[C@H]1CNC[C@@H](C(=O)N2CCOCC2)C1	14.8%
CCOc1ccc(CCN2C(=O)C(=O)N([C@@H](Cc3ccc(O)cc3)CN3CCC[C@H]3CN3C(=O)C(=O)NC[C@@H]3Cc3ccc(O)cc3)C[C@@H]2Cc2ccccc2)cc1	-8.0%
Cc1cc(/C=C/C(=O)c2ccc(O)c(CCCl)c2)cc(C)c1OC(F)F	?
O=C1NC[C@H](Cc2ccc(O)cc2)N(CCc2cccc(F)c2)C1=O	-16.4%
CCCn1cnnc1CNC(=O)[C@H]1O[C@@H](n2ccc(N)nc2=O)[C@H](O)[C@@H]1O	?

Other structures follow.
compound	12-LOX inh
O=C1CCN(C(=O)C2CCN(C(=O)NCc3ccccc3)CC2)CCCCCCN1	23.0%
CC(C)NC(=O)NC[C@H]1O[C@@H](CC(=O)N2CCc3ccccc32)[C@H](O)[C@@H]1O	?
CC(C)CC(=O)N1CCCN(C(=O)C2CC2)c2ccccc21	25.1%
CCc1nc2c(OCc3ccc(C#N)cc3)cccn2c1N(C)C(=O)c1ccco1	?
CC(NC(=O)OCc1ccccc1)c1nc2cccnc2n1C1CCCCC1 (stereo not given)	32.5%
Cc1ncc2c(c1CNC(=O)/C=C/c1cccs1)CCN(C(=O)c1cc(C(C)C)on1)C2	6.2%
CC(=O)c1ccc(C(=O)N(C)Cc2ccncc2)s1	8.6%
Cc1cc(C)cc(NC(=O)CSc2ncc(CO)n2CC(=O)NC(C)C)c1	15.7%

The listing continues:
compound	12-LOX inh
OCCN1CCN(Cc2ccc3c(c2)CN(Cc2cc4ccccc4o2)CCO3)CC1	8.9%
COc1ccccc1NC(=O)N1CCCC(Cn2c(C)nc3cccnc32)C1 (stereo not given)	37.1%
COc1ccc(-c2nc(CC3CCN(C(=O)c4cc(C)n(C)n4)C3)no2)cc1 (stereo not given)	35.0%[activator]
Cc1ccc(NC(=O)N2CCC(OC3CCN(S(C)(=O)=O)CC3)CC2)cc1Cl	0.4%
COc1nc2nc(CC3CC3)n(C)c2cc1-c1ccnc(C)c1	36.6%[activator][176 µM]
COC(=O)C(C#N)c1nc2ccccc2nc1NCC(C)(C)CN(C)C (stereo not given)	20.2%
CN1C(=O)C(CC(=O)N2CC(n3cccn3)C2)(Cc2ccccc2)c2ccccc21 (stereo not given)	77.7%[activator]
Cc1ccc(-c2nc(CSCC(=O)NCCCOC(C)C)c(C)o2)cc1	25.9%

The listing continues:
compound	12-LOX inh
COc1ccc(N2CCN(C(=O)COC(=O)c3nc(Cl)ccc3Cl)CC2)cc1	-24.0%
CCCOc1ccc(/C=C(/C#N)c2nc3ccccc3[nH]2)cc1	?
Cn1ccc(C(=O)N2CC(COc3ccccc3)C3(C2)CN(c2ccccc2)C3)n1 (stereo not given)	10.0%[176 µM]
COc1cc(Cl)c(CN2C[C@H](NC(C)=O)[C@@H](C3CC3)C2)c(OC)c1	62.3%
N[C@@H](Cc1ccccc1)c1nnc(SCc2ccc(Br)cc2)o1	38.8%[activator]
CCCn1ccnc1-c1c(-c2ccccc2)ncn1CC(O)COCC (stereo not given)	15.8%
COc1cccc(CN2CCOC3(CCN(Cc4ccc(C#N)cc4)CC3)C2=O)c1	5.3%[176 µM]
O[C@H]1CC[C@@H](Cc2cc(-c3ccccc3)on2)O[C@@H]1CNC1CCNCC1	9.3%[176 µM]

(more compounds)
compound	12-LOX inh
Cc1ccccc1C(=O)N1CCC2(CC1)CN(c1ncccn1)CC2CO (stereo not given)	7.5%
NC(=O)c1cccc(-c2ncc3c(n2)OCCN(Cc2ccccc2)C3=O)c1	?
CC(C)(C)NC(=O)N1CCOc2ccc(CN3CCc4ccccc4C3)cc2C1	77.6%[activator]
COCCN1C(=O)CS(=O)(=O)C12CCN(C(=O)CCc1ccccc1OC)CC2	31.6%
CCn1nc(C)cc1-c1nn2c(-c3cccc(Cl)c3Cl)nnc2s1	62.2%[activator]
COCC(=O)N[C@@H]1CN(Cc2ccccc2C(F)(F)F)C[C@H]1CO	30.3%[activator]
O=C1NC[C@H](Cc2ccccc2)N(CCc2cc(C(F)(F)F)cc(C(F)(F)F)c2)C1=O	?
Cc1cc(Cl)ccc1OCC(=O)N1CCc2n[nH]c(=O)n2CC1	18.8%

Other compounds follow.
compound	12-LOX inh
CC12CCC(=O)N1C(C(=O)Oc1cccc(F)c1)CS2 (stereo not given)	-27.4%
COc1ccc(OC)c(-c2nn(-c3ccccc3)cc2C(=O)NC2(C)CCS(=O)(=O)C2)c1 (stereo not given)	3.9%
Cc1ccc(-c2ccsc2C(=O)N2CCN(S(=O)(=O)c3ccc(F)cc3F)CC2)cc1	?
Cc1ccc(C(CNC(=O)c2oc3ccc(F)cc3c2C)N2CCC(C)CC2)o1 (stereo not given)	-12.4%
COc1ccccc1C(=O)Nc1ccc([C@H]2OCC(=O)N(Cc3cccnc3)[C@@H]2CO)cc1	7.9%
O=C(O)c1ccc(CN2C[C@H](O)C[C@H]2c2nc(-c3ccccc3)no2)cc1	?
COc1ccc(C(=O)N2CCCC(Cc3ncc(C)n3Cc3ccccc3)C2)c(OC)c1 (stereo not given)	32.2%
COc1ccc(C)cc1NC(=O)c1cnc(N2CCCCC2)c2ccccc12	0.7%

Later entries
compound	12-LOX inh
CCCOc1ccc(C(C)NC(=O)c2snnc2CC)cc1OC (stereo not given)	29.0%
COc1ccc(OC)c(C2C=C(c3cccc(Br)c3)Nc3nnnn32)c1 (stereo not given)	-21.8%
CC(C)(Oc1ccc(Cl)cc1)C(=O)Nc1cc(C(C)(C)C)no1	?
O=C(NC1CCCCC1)C(c1ccnc2ccccc12)N1CCOCC1 (stereo not given)	?
Cn1cc(C(C(=O)O)N2CCC(Cc3ccccc3)CC2)c2ccc(C(=O)O)cc21 (stereo not given)	-4.9%
COc1cc(C(C)=O)ccc1OC(=O)N1CCOCC1	-5.4%
CCOc1cc(C(=O)N2CCN(C(=O)OC(C)(C)C)CC2)ccc1OC	8.6%
CC(=O)NC[C@H]1CCN(S(=O)(=O)c2ccc(F)c(Cl)c2)C[C@H]1N(C)C	17.1%

Part of the list above, with each value named.
Cc1ncc2c(c1CNC(=O)/C=C/c1cccs1)CCN(C(=O)c1cc(C(C)C)on1)C2
  12-LOX inh: 6.2%

CC(=O)c1ccc(C(=O)N(C)Cc2ccncc2)s1
  12-LOX inh: 8.6%

(next part)
compound	12-LOX inh
Cc1ccc(/C=C/C(=O)/C=C/c2ccc(C)cc2)cc1	-13.9%
O=[N+]([O-])c1cc(S(=O)(=O)Nc2ccc(Cl)cc2)ccc1N/N=C/c1ccccc1Cl	?
COCCNC(=O)c1cn2cc(-c3cccc(Cl)c3)n(CC=C(C)C)c(=O)c2n1	38.9%
CNC(=O)[C@@H]1CN(C(=O)CCc2nc3ccccc3s2)C[C@H]1c1n[nH]c(C)n1	50.2%[activator]
C[C@@H]1CN([C@@H](C)CO)C(=O)CCCn2cc(nn2)CO[C@H]1CN(C)C(=O)Nc1ccc(N2CCN(C)CC2)cc1	?
Nn1c(SCC(=O)N2CCCC2)nnc1-c1cccs1	8.7%
COc1ccc(NC(=O)N(C)C[C@@H]2OCCCC[C@@H](C)Oc3ccc(NS(C)(=O)=O)cc3C(=O)N([C@H](C)CO)C[C@@H]2C)cc1	-7.3%
O=[N+]([O-])c1ccc(CN2CC(N3CCCC3)CS2(=O)=O)cc1 (stereo not given)	6.8%

Later entries
compound	12-LOX inh
COCC(=O)N1CC[C@@H](CC(=O)O)[C@@H](CC2=NCCc3ccc(C)cc32)C1	?
O=C(O)C/C(=C/c1c(Cl)cccc1Cl)c1nc2ccccc2o1	-10.2%
CC1CCCCC1NC(=O)c1ccc(C#N)cc1 (stereo not given)	?
O=C(O)CCCC(=O)N1CCNCC1	?
O=C(N/N=C/c1cccs1)c1ccc(NC(=O)c2ccccc2)cc1	20.6%
CCOc1cc(C(=O)OC(C)C(N)=O)ccc1OCC(C)C (stereo not given)	8.4%
COC(=O)c1cc2c(c3c4cc(C)ccc4n(S(=O)(=O)c4ccc(C)cc4)c13)C(=O)N(Cc1ccccc1OC)C2	-19.1%
COc1ccccc1CN1CC(c2noc(CC3CCCC3)n2)CC1=O (stereo not given)	30.7%[activator]

Other compounds.
compound	12-LOX inh
CN(C(=O)Cc1ccccn1)C1CCCc2ccccc21 (stereo not given)	49.6%[activator][176 µM]
CC1CCCC(NC(=S)Nc2ccccc2)C1C (stereo not given)	?
Cc1ccc(S(=O)(=O)Nc2nc3ccc(C)cc3nc2Nc2ccc3c(c2)OCO3)cc1	?
O=C1CO[C@H]2CCN(Cc3cccnc3)CC[C@@H]2N1Cc1ccccc1	-21.5%[176 µM]
OC(c1cccc(CN2CCCCC2)c1)c1ncc(-c2cccc3ccccc23)[nH]1 (stereo not given)	-4.5%
CNC(=O)N1CCC(n2c(C)cnc2-c2cccnc2)CC1	11.5%
Cc1ccc2c(c1)c1c3n2CCN(CCC#N)C3CCC1 (stereo not given)	?
CSC(C)C(=O)Nc1cccc(I)c1 (stereo not given)	24.9%

The list continues:
compound	12-LOX inh
COc1ccc(NC(=O)c2c(NC(=O)CNCC(C)C)sc3c2CCC(C(C)(C)C)C3)cc1 (stereo not given)	19.2%
Cc1cccc(NC(=O)COC(=O)CN2C(=O)c3ccccc3C2=O)c1	-4.9%
O=C(NC1C2CC3CC(C2)CC1C3)c1cc(-c2cccnc2)nc2ccc(Cl)cc12 (stereo not given)	-6.6%
C[C@@H]1CN(C(=O)Cc2c(F)ccc(Cl)c2F)CC[C@]1(C)O	41.6%[activator]
C=CCOc1ccc(CNCC2CC2)cc1	-16.3%
Cc1ccc(Cn2c(=O)c(-c3noc(C)n3)c3n(c2=O)CCCCC3)cc1	25.7%
CCCNC(=O)c1cccc(NC(=O)c2ccncc2)c1	13.7%
CCC1CCc2sc(-c3nnc(SCC(=O)NC(C)(C)C)n3C)cc2C1 (stereo not given)	-3.9%

The list goes on:
compound	12-LOX inh
c1ccc(-c2nnc3sc(Cn4cccn4)nn23)cc1	?
COc1cc(-c2cc3nc(NCc4ccco4)ccn3n2)cc(OC)c1OC	-0.7%
Cc1ccc(S(=O)(=O)Cc2noc([C@@H]3C[C@@H](O)CN3Cc3cccc(OC(F)(F)F)c3)n2)cc1	53.9%[activator]
Cn1cnc(S(=O)(=O)N2CC[C@@H]3COCCN(Cc4ccccc4)[C@@H]3C2)c1	41.1%[activator]
Cn1cncc1CNC(=O)c1nc(-c2cccc(N3CCOCC3)c2)cc2c1ccn2C	60.1%[activator][176 µM]
O=C(Nc1ccc2c(c1)OCCO2)C1(CCO)CCN(c2ncccn2)C1 (stereo not given)	25.4%
Cc1cc(C)c(C(=O)COC(=O)/C=C/c2cccs2)c(C)c1	?
COC(=O)c1ccc(CN2C(=O)C(Cc3ccccc3)ON=C2c2ncccc2C)o1 (stereo not given)	13.5%

A section from further up, for reference:
compound	12-LOX inh
Cn1cnc(S(=O)(=O)N2CC[C@@H]3COCCN(Cc4ccccc4)[C@@H]3C2)c1	41.1%[activator]
Cn1cncc1CNC(=O)c1nc(-c2cccc(N3CCOCC3)c2)cc2c1ccn2C	60.1%[activator][176 µM]
O=C(Nc1ccc2c(c1)OCCO2)C1(CCO)CCN(c2ncccn2)C1 (stereo not given)	25.4%
Cc1cc(C)c(C(=O)COC(=O)/C=C/c2cccs2)c(C)c1	?

New compounds follow:
compound	12-LOX inh
CN(CC1(O)CCCN(Cc2ccc(F)cc2)C1=O)C1CCOCC1 (stereo not given)	55.7%[activator]
C[C@H]1CN([C@@H](C)CO)C(=O)c2cc(-c3ccccc3F)cnc2O[C@@H]1CN(C)C(=O)NC1CCCCC1	?
Nc1nccnc1C(=O)Nc1ccc(Nc2ccccc2)cc1	-2.6%
Cc1cc(C)c(CNC(=O)c2cc(-c3cccnc3)cc3c2OCCN3C(C)C)c(=O)[nH]1	-1.6%[176 µM]
O=C1COCC2(CN(c3ccc(C(F)(F)F)cn3)C2)CN1c1ccccc1F	-15.3%[176 µM]
CCCCn1nc(C(=O)Nc2nnc(Cc3ccccc3)s2)c2ccccc2c1=O	-9.0%
Cc1csc(NC(=O)[C@@H]2C[C@@H](c3ccc(F)cc3)N([S+](=O)([O-])c3cccnc3)C2)n1	4.9%
CCCCCOc1ccc(C(=O)C(CCC(CNC(C)(C)C)C(=O)c2ccc(OCCCCC)cc2)CNC(C)(C)C)cc1 (stereo not given)	?

The results go on.
compound	12-LOX inh
O[C@@H]1C[C@@H](c2nc(-c3ccc4c(c3)OCO4)no2)N(CC2CCCCC2)C1	?
CN1CCC[C@H]1CCO[C@](C)(c1ccccc1)c1ccc(Cl)cc1	?
CN1c2cc(C(=O)Nc3ccc(C(F)(F)F)cc3)ccc2C(=O)N2CCCCCC21 (stereo not given)	8.9%
c1ccc2c(c1)CCN2C1CN(Cc2cccc3ccccc23)C1	-0.3%[6.33 µM]
CCN(CC)C(=O)CSc1nc2ccsc2c(=O)n1C	?
O=C(Cc1ccc(Cl)cc1)N/N=C/c1ccc(O)c(O)c1	14.1µM*
Cc1nc2cc(NC(=O)c3cccc(S(=O)(=O)Nc4cccc(Cl)c4)c3)ccc2o1	-21.7%
O=C(NCc1ccc(F)cc1)C1CCN(c2cn[nH]c(=O)c2)C1 (stereo not given)	23.2%
Cc1cc(C(=O)CSc2nnc(COc3ccc(Cl)cc3)n2C)c(C)n1CC(F)(F)F	45.7%[activator]
CCOC(=O)CCCCCNCc1ccccc1	?
